From PubChem
Autophagy HCS = autophagy modulators in MEF cells, primary screen, imaging, high-content, MEF GFP-LC3; MEF GFP-LC3 puncta imaging; test concentration mostly 10 µM; calls only at 10 µM (by protocol); 190,000 tested, 0.98% active;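 active = percentage of spot-positive cells more than 3 SD above its plate mean, without a fluorescence outlier flag or 80% toxicity; inconclusive = no clear call, values can overlap the other calls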;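 note: spot-positive cell cutoff set from DMSO-treated cells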
Dynein transport = inhibitors of GR-EGFP nuclear translocation, primary screen, dynein cargo transport inhibitor project, imaging, high-content, 3617.4 mouse cells. 220,000 tested, 0.47% active. z-score, hits read low. test concentration mostly 20 µM; stimulated with dexamethasone, 1 µM; active compounds read low;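 active = plate z-score of nuclear minus cytoplasmic receptor signal below a set negative limit, without overly bright fluorescence or cell loss, cut at about -3.5 in these data, passing the limit was not always enough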;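 note: z-score of nuclear minus cytoplasmic ring GR-EGFP intensity difference per well; some compounds called inactive have numbers as strong as hits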
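Buffer or medium: Induction medium lacking tetracycline, stripped serum | Also added: Dexamethasone agonist, 1.0 µM final, for 30 min | Timing: 48 h induction, 1 h compound, 30 min dex at 37 °C | Detection: Formaldehyde fixation, Hoechst nuclear stain, 10x automated fluorescence imaging | Measure: Nuclear versus cytoplasmic GR-EGFP signal, averaged per well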
M17LAP inhibition = P. falciparum M17LAP inhibitors, primary screen, biochemical, fluorogenic H-Leu-NHMec substrate, 1536-well (AID 1619) | 220,000 tested, 0.38% active | recombinant M17LAP, H-Leu-NHMec fluorogenic kinetic assay; higher % means a stronger effect | Leucine aminopeptidase (Plasmodium falciparum (isolate 3D7)) | inhibition, % at 30 µM, or IC50 in µM where a hit was titrated;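 active = compound inhibiting the enzyme by more than half at any dose during confirmatory dose-response retesting; inconclusive = strong single-dose inhibitors picked by rank but not retested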;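 note: plate controls were full reaction with DMSO carrier for no effect and no enzyme background for full effect; strong numbers were not always called active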
b-catenin transl = modulators of beta-catenin nuclear translocation, primary screen, imaging, HeLa cells, immunofluorescence, high-content. nuclear translocation activity, % at 5 µM. 190,000 tested, 0.3% active;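 active = nuclear translocation activity above 50% at 5 µM, with a well cell count of 50 or more; inconclusive = wells under 50 cells across six images, flagged as toxic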;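 note: per-cell ratio of nuclear to cytoplasmic median beta-catenin stain intensity; plate controls were DMSO negative control for no effect and GSK-3 inhibitor IX positive control for full effect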
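Test system: HeLa cells, endogenous beta-catenin; Compound: single 5 µM dose plus 0.02–20 µM confirmation series; Times: compound exposure 24 h at 37°C; Signal: fluorescence imaging of beta-catenin antibody stain plus DAPI; Read-out: % activation, nuclear-to-cytoplasmic median beta-catenin signal ratio per cell.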
Insulin prom up = insulin promoter activators in MIN6 cells, imaging, high-content screening, mouse beta cells. 190,000 tested, 0.3% active. MIN6 insulin promoter-GFP reporter; active compounds read high. AID 1625, 2009. z-score at 5 µM;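 active = z-score above 3 at 5 µM with at least 500 cells counted in the well; inconclusive = wells under 500 cells, flagged as cytotoxic or low count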
M1AAP inhibition = P. falciparum M1AAP inhibitors, biochemical, fluorogenic H-Leu-NHMec substrate, 1536-well (AID 1445). recombinant M1AAP, H-Leu-NHMec fluorogenic kinetic assay; higher % means a stronger effect. Aminopeptidase N (Plasmodium falciparum (isolate 3D7)). one-dose inhibition, % at 30 µM; IC50 in µM for titrated hits. 220,000 tested, 0.42% active;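 active = primary inhibition above the hit cutoff, then over 50% inhibition at one or more dose response concentrations, cut at about 23% in these data, passing the limit was not always enough; inconclusive = conflicting primary data, or primary hits not chosen for dose response; inactive = low primary inhibition, or under 50% at every dose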;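 note: plate controls were DMSO full reaction for no effect and no enzyme background for full effect; strong numbers were not always called active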
MT stabilizer = microtubule stabilizers in HeLa cells, primary screen, imaging, high-content imaging. 200,000 tested, 0.83% active. AID 2205, 2009. HeLa tubulin immunostaining HCS, 24 h; share of cells brighter than vehicle mean+2SD. % tubulin-high responders, % at 10 µM;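 active = plate Z-score above 3 for both tubulin-high and condensed-nucleus cell shares, with cell loss under 80%, at 10 µM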;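 note: anti alpha tubulin signal scored within the nucleus-defined area of each cell; some results filed as inactive read as strong as hits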
CSM14.1 death rescue = rescue of cells from ER stress-induced death, primary screen, 384-well, CSM14.1, thapsigargin, ATP luminescence (AID 1222) | CSM14.1 thapsigargin-induced death rescue, ATP luminescence; higher % means a stronger effect | cellular ATP content (survival), % at 20 µM, or EC50 in µM where a hit was titrated | 190,000 tested, under 10 active;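 active = EC50 below 50 µM in the dose-response confirmation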;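 note: death triggered by thapsigargin at about 15 µM added after 2 h compound pretreatment; cell ATP read after overnight thapsigargin exposure of roughly 18 to 22 hours; normalized against plate controls of thapsigargin alone and 5% DMSO vehicle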
K1F lysis inhibition = inhibition of K1F phage lysis, E. coli UTI89, bacterial capsule biogenesis inhibitors, alamar blue (AID 488966). E. coli UTI89 K1F phage lysis, alamar blue, 2 h; higher % means a stronger effect. one-dose inhibition, % at 100 µM; IC50 in µM for titrated hits. 340,000 tested, 0.02% active;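 active = phage lysis inhibition, versus mean bacterial control, above a set limit; inconclusive = no clear call, values can overlap the other calls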;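 note: capsule biogenesis inhibitors block K1F phage lysis so surviving cells raise fluorescence; higher fluorescence means more inhibition of phage lysis; actives were called in the ten point dose series up to 300 µM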
Dynein transport cytoplasmic EGFP = further read-out of Dynein transport, marked with its call; z-score; measured here: cytoplasmic GR-EGFP intensity; active compounds read high
Dynein transport nuclear GR-EGFP = also measured in Dynein transport; calls as there; z-score; measured here: nuclear GR-EGFP intensity;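 lower value marks the stronger effect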
Dynein transport cell count = second read-out of Dynein transport, no call of its own (marks repeat the call); z-score; measured here: cell count per field
Insulin prom up cell count = recorded beside Insulin prom up, whose call it bears; cell count; measured here: cytotoxicity, nuclei count;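 total cells summed across four imaged fields per well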
b-catenin transl cell count 5 µM = second read-out of b-catenin transl, no call of its own (marks repeat the call); cell count; measured here: cell count, cytotoxicity flag
MT stabilizer Hoechst-high % = recorded beside MT stabilizer, whose call it bears; % Hoechst-high responders; measured here: nuclear condensation Hoechst responders;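 share of cells brighter than vehicle mean plus two SD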
MT stabilizer cytotoxicity % = also measured in MT stabilizer; calls as there; toxicity, %; measured here: cytotoxicity by cell density;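 0% = mean cell density of plate MIN control wells and 100% = no cells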
Autophagy HCS cell loss 18 h = recorded beside Autophagy HCS, whose call it bears; toxicity, %; measured here: cell loss, nuclei count;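 cell loss after 18 h compound exposure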
* = called active by the depositor; i = inactive; ? = inconclusive; . = not tested or not shown; + = active, no number; [ ] = remark or other dose.

SMILES	Autophagy HCS	Autophagy HCS cell loss 18 h	Dynein transport	Dynein transport cytoplasmic EGFP	Dynein transport nuclear GR-EGFP	Dynein transport cell count	M17LAP inhibition	b-catenin transl	b-catenin transl cell count 5 µM	Insulin prom up	Insulin prom up cell count	M1AAP inhibition	MT stabilizer	MT stabilizer Hoechst-high %	MT stabilizer cytotoxicity %	CSM14.1 death rescue	K1F lysis inhibition
CC(C)(C)C(=O)NC(=S)N1CCc2ccccc21	i	0	-0.26	-0.35	0.31	0.58	0%	-2.3	983	-0.25	1624	6%	2.5	1.7	8.1	0.9%	2.0%[50 µM]
NC(=S)NC1CC2CC1C1C=CCC21 (stereo unspecified)	.	.	-0.15	-0.21	-0.19	0.29	17%	0.4	1299	.	.	15%	.	.	.	.	-0.6%
Cc1noc(C)c1S(=O)(=O)N1CCCC(C(=O)Nc2cccnc2)C1 (stereo unspecified)	i	44	-0.13	-0.22	0.072	-0.044	-5%	-1.6	778	-0.13	1182	0%	2.2	2.9	13	-1.6%	3.3%
Cc1ccc(OCC(=O)N2CCN(c3ccc([N+](=O)[O-])c(N4CCOCC4)c3)CC2)cc1	i	14	-0.16	-0.2	0.35	0.19	2%	0.4	1389	-0.57	1542	5%	2.5	2.2	7.0	-0.9%	2.3%
COc1cccc(N2CC(C(=O)OC(C)C(=O)c3ccccc3)CC2=O)c1 (stereo unspecified)	i	16	-1.6	-0.32	-0.86	0.96	5%	-5.5	1189	0.24	1291	2%	2.6	2.6	7.1	2.0%	-0.1%
Cc1ccc(Sc2ccc(CO)cc2[N+](=O)[O-])cc1	i	2	-0.97	-0.29	-0.43	1.2	3%	5.9	1019	-2	1275	0%	4.3	1.6	1.7	.	-0.3%
CC(C)NC(=O)Cn1c(SCC(=O)N2c3ccccc3CC2C)nc2ccccc21 (stereo unspecified)	i	-17	-0.43	-0.3	-0.052	0.2	9%	-3.4	957	0.36	1062	-1%	4.5	3.1	11	0.6%	5.5%
Cc1[nH]c(C(=O)O)c(C)c1C(=O)OC(C)C	i	-6	-0.46	-0.18	-0.056	1.3	13%	-0.1	1120	.	.	7%	2.4	0.9	6.9	-2.9%	-1.0%
CCC(=O)OCCn1c(=O)c2cc3c(=O)n(CCOC(=O)CC)c(=O)c3cc2c1=O	i	-1	0.24	-0.1	0.48	0.14	-10%	-0.3	943	-0.18	1814	2%	3.3	1.8	8.7	-3.2%	0.1%
COC(=O)Cc1c(C)c2c(O)cc(C)cc2oc1=O	i	-5	0.66	-0.25	0.71	-0.59	20%	1.6	1155	-0.66	1250	8%	3.1	2.0	0.5	5.8%	0.7%
Cc1ccc2oc(-c3cccc(N)c3)nc2c1	i	42	0.48	-0.31	0.45	-0.095	-9%	1.0	1102	0.85	1234	-3%	2.6	1.1	6.8	1.7%	0.1%
O=S(=O)(Cc1ccccc1)Cc1cnc(Cl)s1	i	0	0.92	0.11	1.3	-1.5	-5%	-4.1	1090	1	1609	1%	1.1	2.2	5.9	-0.7%	0.3%
COc1ccccc1CNC(=O)CCCNS(=O)(=O)c1cccc2nsnc12	i	-5	0.65	-0.33	0.61	0.58	5%	.	.	.	.	4%	3.8	2.5	4.2	0.8%	-0.5%
CN(C(=O)c1ccccc1C(=O)OCC(=O)NC(=O)NC(C)(C)C)C1CCCCC1	i	-6	-0.13	-0.37	-0.21	0.59	-2%	0.4	1072	0.59	976	-2%	2.7	1.1	7.4	-1.6%	-0.7%
C/C(=N/NC(=S)Nc1cccc(C)c1)c1cccc([N+](=O)[O-])c1	i	21	-0.42	-0.31	-0.22	0.85	3%	-0.8	1526	-0.52	1209	1%	4.1	2.2	6.0	8.7%	0.5%
CCOC(=O)C1CCCN(c2c(NCC3CCCO3)c(=O)c2=O)C1 (stereo unspecified)	i	4	0.57	-0.15	0.56	-0.59	-12%	.	.	-0.09	920	3%	2.2	4.2	8.3	2.1%	0.7%
Cc1cccc(N2CCN(C(=O)/C=C/c3cccs3)CC2C)c1 (stereo unspecified)	i	-3	0.84	-0.17	0.43	0.15	1%	2.1	1102	-0.38	1248	8%	2.3	4.3	8.9	-10%	-0.4%
CCOC(=O)c1ccc2nc(NC(=O)C(C)C)sc2c1	i	2	-1	-0.21	-0.45	0.65	0%	11	927	1.3	1295	-2%	3.9	2.3	7.5	-2.0%	-0.2%
CCc1[nH]nc2c1C1(C(=O)N(Cc3ccccc3)c3ccccc31)C(C#N)=C(N)O2 (stereo unspecified)	i	-5	-0.068	-0.26	-0.23	1.3	15%	.	.	.	.	14%	2.2	1.5	8.1	3.2%	-0.9%
CCOC(=O)CCSCC(=O)Nc1nnc(C)s1	.	.	0.3	-0.049	0.54	-0.88	6%	-3.0	1150	1.6	1978	4%	3.5	2.3	6.0	.	-0.7%
Cc1cc(N2CCOCC2)c2c(N)cc(C)c(C)c2n1	i	30	0.51	-0.45	0.23	0.47	22%	.	.	.	.	6%	1.0	0.9	3.3	-1.2%	-0.2%
COC(=O)c1ccc(CSc2nncn2N)cc1	i	1	-0.62	-0.27	0.093	0.28	3%	-1.7	1087	0.29	1245	2%	3.9	3.4	9.3	0.0%	0.0%
CCCCn1c(CCNC(=O)CCC)nc2ccccc21	i	1	1.7	-0.12	1.5	-0.73	-2%	-0.5	1095	0.15	1829	-2%	2.5	3.4	5.2	-0.1%	1.0%
CNC(=O)c1nnn(Cc2ccccc2)c1NC(C)=O	i	-3	0.51	-0.21	0.12	-0.95	-12%	0.4	1068	0.04	1750	7%	2.6	1.5	3.7	4.1%	0.2%
CC(=O)c1cn(C)c(=O)n(C)c1=O	i	6	0.58	-0.031	0.62	-1.1	9%	.	.	-0.39	1297	6%	3.3	2.2	6.2	-6.1%	-0.2%
Cc1cc(C)n(-c2ccc(C(F)(F)F)cc2[N+](=O)[O-])n1	i	-1	-0.56	-0.18	-0.24	0.26	-3%	-0.6	566	.	.	-2%	2.9	2.4	6.3	0.0%	-0.7%
CN1CC=C2C(C#N)=C(N)C(C#N)(C#N)C(Cc3ccccc3)C2C1 (stereo unspecified)	?	.	-4.6	27	3.7	-0.22	-80%	-1.5	1107	.	.	15%	2.9	2.8	21	-1.5%	0.1%
Cc1ccccc1Cn1cc(S(=O)(=O)CC(=O)Nc2nccs2)c2ccccc21	i	-7	0.51	-0.15	0.34	-0.49	-8%	0.5	495	-0.94	1237	1%	1.2	1.1	5.2	-2.5%	5.9%
OCCN1CCOCCN(CCO)CCN(CCO)CC1	i	1	-0.41	-0.048	0.036	0.047	-4%	-3.3	784	0.6	1295	0%	6.5	2.8	7.8	-1.8%	1.7%
O=C1NCCc2c1[nH]c1c(Cl)ccc(Cl)c21	i	-19	-0.2	-0.22	-0.11	0.62	-6%	5.6	976	0.4	993	-2%	4.4	1.6	2.2	6.0%	0.6%
O=C(Nc1nc2ccccc2[nH]1)c1cc2ccccc2o1	i	-6	-0.021	-0.14	-0.23	0.069	-7%	1.1	1431	.	.	12%	2.5	3.5	10	-1.5%	0.6%
CN=C1c2cc3cc(OC)ccc3n2CCN1Cc1ccccc1	+	34*	-0.37	-0.12	-0.094	0.78	6%	.	.	-0.98	768	10%	40*	17*	45*	-2.1%	0.6%
COc1ccccc1-n1c(SCC(=O)N2CCOCC2)nc2cccnc21	i	-2	0.12	-0.027	-0.25	0.38	9%	0.2	1499	-0.08	1581	9%	4.6	1.7	16	-1.7%	-0.6%
COc1ccc(NC(=S)NCCc2ccccc2OC)c(OC)c1	i	-1	-0.63	-0.26	-0.28	0.95	0%	-2.1	1072	0.07	880	17%	0.8	1.9	1.4	4.7%	7.5%
Cn1c(-c2cc(Cl)ccc2O)nc2c1c(=O)[nH]c(=O)n2Cc1ccccc1	i	17	0.12	-0.35	0.047	-0.63	2%	4.9	925	-1.4	1470	6%	4.0	1.2	3.6	-0.2%	.
Cc1nc2ccc(-c3nc4ccc(N)cc4[nH]3)cc2[nH]1	i	-11	-0.11	-0.33	0.44	0.61	.	-0.6	967	-0.11	1644	.	2.5	2.0	6.7	-5.1%	1.1%
CNC(=O)Cn1c(=O)n(C)c2ccccc21	i	12	-0.51	0.16	-0.22	1.3	10%	-1.8	1210	0.05	1329	0%	2.3	1.8	5.5	-1.2%	0.7%
CCc1nnc(NC(=O)CSc2nc(-c3ccccc3)cc(-c3ccc(F)cc3)c2C#N)s1	i	-19	0.38	-0.22	0.91	0.039	8%	1.2	1418	0.81	1470	20%	8.0	2.4	13	-1.3%	0.2%
